# From PubChem
# Dengue-2 NS5 capping – Dengue-2 NS5 methyltransferase inhibitors, primary screen, biochemical, confirmation dose response (AID 588689). Genome polyprotein (Dengue virus type 2 (strain 16681-PDK53)). 340,000 compounds, 0.3% hits. one-dose inhibition, % at 25 µM; IC50 in µM for titrated hits. Dengue-2 NS5 methyltransferase capping enzyme assay, biochemical; higher % means a stronger effect; in the data active = a potency from the dose series; inconclusive = inhibition above about 29% without an active follow-up result
# ER stress rescue – rescue of cells from ER stress-induced death, primary screen, 384-well, CSM14.1, thapsigargin, ATP luminescence (AID 1222) | CSM14.1 thapsigargin-induced death rescue, ATP luminescence; higher % means a stronger effect | one-dose cellular ATP content (survival), % at 20 µM; EC50 in µM for titrated hits | 190,000 tested, under 10 active;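 active = EC50 below 50 µM in the dose-response confirmation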;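 also: death triggered by thapsigargin at about 15 µM added after 2 h compound pretreatment; cell ATP read after overnight thapsigargin exposure of roughly 18 to 22 hours; normalized against plate controls of thapsigargin alone and 5% DMSO vehicle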
# WT yeast gro inh – growth inhibition of WT strain, primary screen, mitochondrial fusion inhibitor project, WT and mutant strains, chemical genetic; 190,000 compounds, 2.1% hits; mitochondrial fusion phenotypic screen; AID 1362, 2008; inhibition, % at 10 µM; in the data active = inhibition above about 58%; tested in S. cerevisiae
# West Nile antiviral – West Nile virus antiviral activity, cell-based, CPE readout (AID 1621); 290,000 compounds, 0.02% hits; West Nile virus-infected cells, CPE inhibition; higher % means a stronger effect; one-dose CPE inhibition, % at 10 µM; IC50 in µM for titrated hits; in the data active = a potency from the dose series; inconclusive = CPE inhibition mostly from about 3.7% at the one dose, without a potency; inactive = the rest, 99 in 100 with CPE inhibition below about 2.2%; also: strong numbers were not always called active
# Yfh1-depleted yeast – enhancers of respiration in Yfh1-depleted yeast, dose response, Friedreich's ataxia, plus single-dose screen (AID 1465). S. cerevisiae Yfh1-off respiration, WST-1 reduction, 72 h; higher fold induction means a stronger effect. one-dose fold induction at 50 µM; EC50 in µM for titrated hits. 220,000 compounds, 0.074% hits;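 active = fold induction of absorbance versus untreated yeast above a set limit, then at least 30% activation at any dose in follow-up; inconclusive = repeats straddling the limit, or above it without dose testing; inactive = fold induction below the set limit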;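 also: activators that raise dye reduction in frataxin-depleted yeast; strong numbers were not always called active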
# XIAP antagonists – XIAP antagonists, biochemical, IAP family, fluorescence polarization (AID 1018); E3 ubiquitin-protein ligase XIAP (Homo sapiens); XIAP BIR domain, fluorescence polarization peptide displacement; higher % means a stronger effect; displacement, % at 20 µM; hits with a dose series show IC50 in µM; 200,000 compounds, 0.007% hits; in the data active = displacement above about 50%; also: a part of the inactive calls stands beside numbers as strong as those of hits
# RSV antiviral HEp-2 – RSV antiviral activity via CPE protection, HEp-2 cells, primary 10 µM value included (AID 2391) | HEp-2 cells, RSV-induced CPE inhibition; higher % means a stronger effect | one-dose CPE inhibition, % at 10 µM; IC50 in µM for titrated hits | 310,000 compounds, 0.13% hits; in the data active = a potency from the dose series; inconclusive = CPE inhibition mostly from about 23% at the one dose, without a potency; inactive = the rest, 99 in 100 with CPE inhibition below about 21%; also: strong numbers were not always called active
# SV40 large T antigen – SV40 large T antigen inhibitors, biochemical (AID 1903) | SV40 large T antigen ATPase/helicase inhibition assay; higher % means a stronger effect | one-dose inhibition, % at 20 µM; IC50 in µM for titrated hits | 310,000 compounds, 0.39% hits; in the data active = a potency from the dose series; inconclusive = inhibition mostly from about 32% at the one dose, without a potency; inactive = the rest, 99 in 100 with inhibition below about 32%; also: strong numbers were not always called active
# K1F lysis inhibition – inhibition of K1F phage lysis, E. coli UTI89, bacterial capsule biogenesis inhibitors, alamar blue (AID 488966); E. coli UTI89 K1F phage lysis, alamar blue, 2 h; higher % means a stronger effect; one-dose inhibition, % at 100 µM; IC50 in µM for titrated hits; 340,000 compounds, 0.02% hits;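 active = phage lysis inhibition, versus mean bacterial control, above a set limit; inconclusive = no clear call, values can overlap the other calls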;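 also: capsule biogenesis inhibitors block K1F phage lysis so surviving cells raise fluorescence; higher fluorescence means more inhibition of phage lysis; actives were called in the ten point dose series up to 300 µM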
# WT yeast gro inh mutant strain – recorded beside WT yeast gro inh, whose call it bears; inhibition, %; mitochondrial fusion phenotypic screen, mutant strain inhibition
# Dengue-2 NS5 capping pilot replicate – further read-out of Dengue-2 NS5 capping, marked with its call; inhibition, %; measured here: pilot screen replicate inhibition
# Starred values were filed as active, the others as inactive; i = inactive; ? = inconclusive; . = not tested or not shown; [ ] = another dose, or the depositor's remark.
SMILES,Dengue-2 NS5 capping,ER stress rescue,WT yeast gro inh,WT yeast gro inh mutant strain,West Nile antiviral,Yfh1-depleted yeast,XIAP antagonists,RSV antiviral HEp-2,SV40 large T antigen,K1F lysis inhibition,others
O=C1NC(=S)S/C1=C1\Sc2ccccc2N1CCCS(=O)(=O)O,22%,3.2%,-11,-2,0.6%,i,-2.8%,2.4%,26%,-0.6%[50 µM],
COc1ccc(-c2c(C)c3ccc(OCC(C)=O)cc3oc2=O)cc1,.,-1.4%,7,-2,0.6%,i,-4.7%,8.3%,36%,.,
COc1ccc(CCNC(=O)CCS(=O)(=O)c2ccc3c(c2)NC(=O)C(C)S3)cc1OC (stereo not drawn),-1%,.,.,.,0.1%,.,.,12%,0%,0.1%,
O=C(Nc1ccccc1C(=O)NCc1ccco1)NC1CCCCC1,-5%,3.2%,-3,3,1.5%,i,-4.8%,0.3%,28%,1.1%[50 µM],
CCOC(=O)C1=C(C)N(C)C(=S)NC1c1cc(OC)ccc1OC (stereo not drawn),-2%,-1.0%,-5,-15,0.8%,i,-2.9%,-1.4%,6%,0.5%,
O=C(CN1CCCCC1)Nc1ccccc1Cl,-8%,-2.5%,-12,4,0.2%,i,0.0%,1.1%,.,-0.5%,
Nn1c(SCC(=O)NCC2CCCO2)nnc1-c1ccc(OC(F)F)cc1 (stereo not drawn),-8%,.,.,.,.,.,.,-0.8%,5%,0.0%[50 µM],
CC(C)OCCCNc1nc(-c2ccccc2)nc2ccccc12,-4%,.,.,.,-1.7%,.,.,4.0%,7%,0.2%,Dengue-2 NS5 capping pilot replicate=-3.1
Cc1ccc[n+](/C(C(=S)NCc2ccco2)=C(/[O-])c2ccccc2Cl)c1,2%,-4.0%,10,11,-0.8%,i,-3.0%,-0.2%,14%,0.1%,
N#Cc1cccc(NC(=O)CSc2sc3c(O)cc(=O)[nH]c3c2C#N)c1,2%,.,.,.,-0.4%,.,.,1.4%,6%,0.3%,
Nc1ccc2c(c1)C(=O)N(c1cccc3ccccc13)C2=O,-2%,.,.,.,0.1%,.,.,0.4%,6%,-0.1%,
O=C(NC1=NCCS1)C1COc2ccccc2O1 (stereo not drawn),-17%,-4.5%,8,4,-0.1%,i,-2.2%,0.8%,-2%,1.1%,
CC1Sc2ccc(S(=O)(=O)CCC(=O)NCc3ccccc3)cc2NC1=O (stereo not drawn),-4%,.,.,.,-0.2%,.,.,1.4%,4%,0.2%,
Cc1c(C)c2ccc(OC(C)C(=O)N3CC[C@@]4(O)CCCC[C@H]4C3)cc2oc1=O (stereo partly drawn),1%,.,.,.,-0.9%,.,.,0.4%,.,-3.0%,
c1ccc(CCNc2nc(-c3ccncc3)nc3ccccc23)cc1,.,.,.,.,-0.1%,i,.,0.9%,-1%,.,
CCNc1nc2[nH]c(=O)c3c(c2s1)OC(N)=C(C#N)C3c1ccc(C)cc1 (stereo not drawn),.,0.4%,-8,13,-0.2%,i,-2.1%,0.3%,29%,0.4%,
CCN(CC)CCNC(=S)Nc1ccc2nc(N3CCOCC3)cc(C)c2c1,8%,.,.,.,0.2%,.,.,-0.6%,6%,-0.2%,
CCOC(=O)N=Nc1c(O)n(CC)c2ccccc12,-4%,20%,-17,-14,-0.5%,i,-2.1%,0.0%,10%,3.8%,
CCOC(=O)c1cnc2ccc(C)cc2c1Sc1ccc(F)cc1,-6%,-1.0%,46,7,.,.,-1.1%,1.4%,5%,0.1%,
CC1CCC(N2CCN(c3ncccn3)CC2)CC1 (stereo not drawn),-6%,1.7%,16,11,0.6%,i,-5.8%,0.2%,-2%,-0.6%,
O=C(Cc1ccccc1)NCC(=O)OCC(=O)c1cccs1,-4%,-0.9%,-29,-10,1.1%,i,-14%,0.3%,-1%,2.5%,
CC(=O)Nc1cccc2c1C(=O)N(c1ccc(OC(C)=O)cc1)C2=O,3%,1.2%,1,0,0.4%,i,-9.3%,-1.2%,2%,0.0%,
COc1ccc(CCNC(=O)c2c([S-])n(-c3ccc(C)cc3)c3cccc[n+]23)cc1,2%,.,.,.,0.1%,i,.,?,33%,0.1%,
O=c1c2ccccc2nc(SCc2ccc([N+](=O)[O-])cc2)n1-c1ccc(Cl)cc1,-5%,-0.2%,14,2,?,i,-7.8%,1.0%,4%,0.3%,
Cc1cc2oc(=O)cc(Cn3ccnc3)c2cc1C,-6%,0.5%,11,9,0.4%,i,-2.8%,0.8%,9%,0.8%,

# (further entries)
SMILES,Dengue-2 NS5 capping,ER stress rescue,WT yeast gro inh,WT yeast gro inh mutant strain,West Nile antiviral,Yfh1-depleted yeast,XIAP antagonists,RSV antiviral HEp-2,SV40 large T antigen,K1F lysis inhibition,others
Cc1nnc(SCc2cc(=O)[nH]c(N3CCN(C)CC3)n2)s1,0%,-2.7%,0,7,0.1%,i,-3.7%,1.2%,-2%,-0.1%,
CC1(C)CC(=O)C(C=Nc2ccc(O)cc2)=C(O)C1,-3%,3.1%,6,15,0.8%,i,-3.7%,1.7%,5.5µM*,0.8%,
COc1ccc(OC)c(S(=O)(=O)N2CCC(C(=O)NCC3CCCO3)CC2)c1 (stereo not drawn),3%,-1.0%,12,14,0.3%,i,-0.9%,0.8%,8%,0.3%,
Cn1c(SCC(=O)N/N=C/C=C\c2ccco2)nc2ccccc21,25%,-3.2%,-20,-8,0.3%,i,-4.3%,-1.6%,24%,-0.1%,Dengue-2 NS5 capping pilot replicate=7.2
CC(C)c1nnc(NC(=O)CN(C)S(=O)(=O)c2ccc3c(c2)OCCO3)s1,-1%,-1.5%,0,-31,0.3%,i,0.0%,1.4%,11%,2.2%,
CN1CCN(NC(=O)c2ccc(Br)s2)CC1,-5%,.,.,.,-0.1%,i,.,1.2%,11%,0.1%,
CN1CCCCc2c1nc1ccccc1c2N (tested in a mixture with another compound),1%,-2.6%,-8,3,0.1%,i,2.7%,-1.9%,0%,-0.1%,
CC(C)=C(NC(=O)c1ccccc1)C(=O)N/N=C/c1ccc(O)cc1,-6%,-0.3%,-6,-6,0.6%,i,-0.8%,2.4%,?,2.0%[50 µM],
CC1(C)NC(=O)N(CC(=O)O)C1=O,8%,-0.9%,18,15,0.1%,i,-4.0%,-0.6%,10%,1.1%,Dengue-2 NS5 capping pilot replicate=0.3
Cc1ccc(C(=O)OCC(=O)Nc2sc3c(c2C#N)CCCCC3)cc1NC(=O)c1ccco1,-1%,11%,18,-9,0.1%,i,-5.3%,2.3%,5%,-0.8%,
C=CCc1cccc2cc(C(=O)N3CCN(C(=O)OCC)CC3)c(=O)oc12,-3%,-2.5%,14,3,0.1%,i,-3.4%,3.2%,0%,0.3%,
Cc1ccc(Nc2nc3nonc3[nH]c2=O)cc1C,-3%,-4.0%,-7,-9,-0.1%,i,-4.8%,5.9%,4%,0.4%,
O=C(CCN1CCc2ccccc2C1)Nc1cccc(F)c1,2%,.,12,10,-1.0%,i,-3.6%,-0.7%,5%,0.6%,
CN1CCc2c(sc(NC(=O)c3ccc(S(=O)(=O)N4CCOCC4)cc3)c2C(N)=O)C1,-32%,-4.5%,2,-1,-0.1%,i,-2.7%,1.5%,13%,0.1%,
COc1ccc2c(c1OC)C(=O)N(c1cccc(NC(C)=O)c1)C2,-9%,.,.,.,0.0%,.,.,1.7%,9%,0.2%,
CC(C(=O)c1c[nH]c(C(N)=O)c1)c1ncc(C(F)(F)F)cc1Cl (stereo not drawn),-9%,-1.1%,-7,-11,-0.3%,i,0.6%,0.7%,8%,1.1%,
O=C(CC1SC(=Nc2ccc3c(c2)OCCO3)NC1=O)Nc1ccc(F)cc1F (stereo not drawn),7%,.,.,.,0.0%,i,.,3.4%,12%,0.5%,
Cc1cc(C)n2c(SCc3cccs3)nnc2n1,-2%,.,-1,8,-0.2%,i,-9.5%,1.1%,6%,3.9%,
CSc1ccc(/C=C/C(=O)OCC(=O)NC(C)C)cc1,.,-0.8%,-13,-5,0.3%,i,-2.9%,-2.1%,8%,.,
COc1ccc(N2CCN(C3CC(=O)N(c4ccc5c(c4)OCCO5)C3=O)CC2)cc1 (stereo not drawn),-7%,2.2%,-19,-19,-0.2%,i,-5.9%,0.1%,24%,-2.3%,
N#C/C(=C\c1cn(Cc2ccc(F)cc2)c2ccccc12)C(=O)NCc1ccco1,-8%,-0.8%,-6,10,-1.0%,i,1.0%,0.5%,9%,1.4%,
CC1CN(c2nc3c(c(=O)n(Cc4ccc(Cl)c(Cl)c4)c(=O)n3C)n2C)CC(C)O1 (stereo not drawn),-7%,-0.3%,8,19,-0.7%,i,-3.5%,18%,3%,-0.2%,
O=C(Nc1cc(S(=O)(=O)N2CCOCC2)ccc1N1CCOCC1)c1cc(=O)[nH]c2ccccc12,-5%,-1.3%,-16,5,0.4%,i,-25%,0.5%,7%,1.0%,
COc1ccc(Cl)c2sc(N3CCN(C(=O)C4=COCCO4)CC3)nc12,1%,.,.,.,.,.,.,4.7%,10%,1.0%[50 µM],
CC(C)C(NC(=O)c1c(F)cccc1F)C(=O)N1CCN(c2ccccc2F)CC1 (stereo not drawn),0%,.,.,.,-1.3%,.,.,0.9%,5%,0.0%,

# The results go on.
SMILES,Dengue-2 NS5 capping,ER stress rescue,WT yeast gro inh,WT yeast gro inh mutant strain,West Nile antiviral,Yfh1-depleted yeast,XIAP antagonists,RSV antiviral HEp-2,SV40 large T antigen,K1F lysis inhibition,others
COc1ccc(/C=C/C(=O)Nc2ccccc2C(=O)NCC(c2ccc(OC)cc2)N(C)C)cc1 (stereo not drawn),-6%,.,.,.,-0.3%,.,.,-0.7%,14%,0.3%,
CCN1CCN(C(=O)c2nn(C)c3c2CS(=O)(=O)c2ccccc2-3)CC1,-7%,.,.,.,-0.2%,.,.,0.4%,9%,0.2%,
O=C(O)/C=C/C(=O)N(Cc1ccccc1)Cc1ccco1,-2%,-2.9%,-3,0,.,.,-12%,0.6%,3%,0.1%,
O=[N+]([O-])c1cnccc1NC1CCCCC1,0%,.,.,.,-0.3%,.,.,2.4%,0%,0.2%,
COc1ccc(/C=N/NC2=NCCCCC2)c(OC)c1,-7%,-1.5%,2,0,0.2%,i,-7.5%,-0.5%,5%,0.3%,
CCc1ccc(C(=O)CSc2n[nH]c(C)n2)cc1,-5%,-1.0%,-3,6,-0.4%,i,1.9%,3.6%,24%,2.0%,
CCC(C)(C)NC(=O)CN(C(=O)CCC(=O)Nc1cc(C)ccn1)c1ccc2c(c1)OCCO2,-2%,4.3%,3,-3,-0.6%,i,-1.9%,-0.3%,-1%,-2.8%,
O=C(/C=C/c1ccc(Cl)cc1)N(c1ccccn1)C1CCCCC1,-6%,1.3%,36,21,-1.6%,i,-21%,0.9%,8%,10%,
